p53ts 32C tox: cytotoxicity in p53ts cells at permissive temperature | AID 924 | H1299-p53A138V at 32C, ATP luminescence viability, 24 h | 130,000 compounds, 0.93% hits | Potency, µM (highest dose often 46.1 µM), without a hit: at the highest dose activity change, negative = cytotoxicity, usual class: cytotoxic;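 note: 0% = DMSO and -100% = full killing by reference compound; nearly all actives have a fitted effect of over 55% in size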
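Cells: H1299 p53ts (A138V), 600/well, pre-incubated 16–30 h at 37C. Cpd up to 46 uM, 24 h, 32C. Readout: ATPlite luminescence, 20 min RT. Normalization: DMSO vs tamoxifen 100 uM. AC50 by Hill equation.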
Imprint erasure: genomic imprint erasure induction | 110,000 compounds, 0.02% hits | mouse ES Peg3-LacZ reporter, beta-gal luminescence, 40 h | Potency, µM (doses to about 60.7 µM), for inactives: top-dose activity change, positive = activation, hits mostly activators;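 note: 0% = negative control wells on the plate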
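Imprint erasure is scored as LacZ activity from the silenced maternal Peg3 allele in feeder-free female ES cells cultured 40 h with LIF. Luminescence is normalized to in-plate negative controls and fitted to the Hill equation.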
IkB signaling: suppresses IkB signaling in ABC-DLBCL reporter cells | ABC-DLBCL IkBa-CBG/CBR dual luciferase ratio, 4 h; response scale: scaled: untreated 0%, proteasome inhibitor 100% | Potency, µM (titrated, usually from 57.1 µM), inactives show at the highest dose IkBa stabilization activation | 110,000 compounds, 0.04% hits | AID 445; active = well fitted curve in the direction sought with a large enough effect in the signal ratio, not every such curve was filed as active; inconclusive = small, poorly fitted or top-dose-only effect, or a change in a side signal; the % refers to the signal ratio;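 note: the direction sought is a rising ratio; 0% = basal untreated cells and 100% = reference inhibitor full response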
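In this assay, an IκBα–CBG68 fusion accumulates when IKK-driven degradation is blocked; native CBR normalizes for cell number. OCI-Ly3 cells were treated 4 h with compound and doxycycline, then green and red light read after Chroma-Glo addition.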
p53ts 39C kill: cytotoxicity in p53ts cells at nonpermissive temperature. H1299-p53A138V viability at 39C, ATP luminescence, 24 h. Potency, µM (doses to about 46.1 µM), for the others: at the highest dose activity change, negative = cell killing, hits mostly cytotoxic. 130,000 compounds, 1.5% hits; note: nearly all actives have a fitted effect of over 55% in size
* hit, by the source's call; u = inconclusive; x = no result given; [ ] = remark or other dose. Unless noted, calls come from the whole dose curve; as a rule, active = well fitted curve in the direction sought with a large enough effect; inconclusive = small, poorly fitted or top-dose-only effect, or another doubt; inactive = no such curve, though single readings can be large; an effect the other way counts as inactive or inconclusive. Unless noted, % is set by controls: 0 for no effect and ±100 for the full control effect; potency is the fitted concentration of half-maximal effect.

entry | Structure | p53ts 32C tox | Imprint erasure
1 | CC(=O)OCCCCON1C(=O)c2ccccc2C1=O | -3.7% | 10.1%
2 | COc1ccc(C(=O)Nc2nc3c(s2)CCCC3)cc1Cl | -6.2% | -10.6%[10.9 µM]
3 | Cc1nc(-c2cccc(S(=O)(=O)N3CCC(C(=O)NCc4ccccc4Cl)CC3)c2)no1 | 0.1% | -15.0%[10.9 µM]
4 | COc1ccc(C(=O)Nc2ccc(-c3nc4ccccc4s3)cc2C)cc1Cl | -10.2% | 1.7%[10.9 µM]
5 | CC(=O)C1=C(O)C(=O)N(Cc2ccco2)C1c1ccc(F)cc1 (configuration not stated) | 0.3% | -3.0%
6 | Cn1c(=O)c2ncn(CC(=O)Nc3ccc4c5c(cccc35)CC4)c2n(C)c1=O | 8.0% | -17.7%
7 | COc1ccc(CNC(=O)C(Cc2ccccc2)NS(=O)(=O)c2ccc3c(c2)CCN3C(C)=O)cc1 (configuration not stated) | 5.5% | -6.1%[10.9 µM]
8 | CCCCNC(=O)C1CCN(Cc2ccc(OCc3ccccc3)cc2)CC1 | -7.3% | x
9 | Nc1cccc2cc(S(=O)(=O)Nc3ccc(C(=O)O)cc3)ccc12 | 3.6%[9.22 µM] | -2.3%[10.9 µM]
10 | CCc1cccc(NC(=O)c2cc3c(s2)-c2ccccc2OC3)c1 | -6.8% | -6.9%[10.9 µM]
11 | COc1cc(/C=C(\C#N)c2nc3ccccc3[nH]2)cc(Cl)c1OCc1ccccc1Cl | -10.9% | -16.8%[10.9 µM]
12 | CN(c1ccc(F)cc1)S(=O)(=O)c1ccc(Cl)c(C(=O)Nc2ccc3c(c2)CCC3)c1 | -9.8% | x
13 | Cc1nc(SCC(=O)Nc2c(C)n(C)n(-c3ccccc3)c2=O)n[nH]1 | u | -1.0%
14 | O=C(Nc1cnc2ccccc2c1)N1CCCCC1 | u | -60.2%[inhibitor]
15 | Cc1cc2c(cc1C)NC(CC(=O)Nc1ccccc1SC(F)(F)F)C(=O)N2 (configuration not stated) | 5.7% | 3.5%[10.9 µM]

entry | IkB signaling | p53ts 39C kill
1 | -1.2% | -12.8%
2 | 0.9% | -28.8%
3 | u | -2.3%
4 | -5.0% | -4.5%
5 | 0.7% | 17.8%
6 | 6.2% | 7.1%
7 | -1.0% | 12.3%
8 | x | -15.3%
9 | -0.6%[11.4 µM] | 1.9%[9.22 µM]
10 | u | u
11 | -1.1% | -1.6%
12 | x | 1.5%
13 | 0.2% | -2.9%
14 | 11.9% | u
15 | 1.2% | -4.2%

By substructure, the entries above with a Cl atom
entry | Structure | p53ts 32C tox | Imprint erasure
2 | COc1ccc(C(=O)Nc2nc3c(s2)CCCC3)cc1Cl | -6.2% | -10.6%[10.9 µM]
3 | Cc1nc(-c2cccc(S(=O)(=O)N3CCC(C(=O)NCc4ccccc4Cl)CC3)c2)no1 | 0.1% | -15.0%[10.9 µM]
4 | COc1ccc(C(=O)Nc2ccc(-c3nc4ccccc4s3)cc2C)cc1Cl | -10.2% | 1.7%[10.9 µM]
11 | COc1cc(/C=C(\C#N)c2nc3ccccc3[nH]2)cc(Cl)c1OCc1ccccc1Cl | -10.9% | -16.8%[10.9 µM]
12 | CN(c1ccc(F)cc1)S(=O)(=O)c1ccc(Cl)c(C(=O)Nc2ccc3c(c2)CCC3)c1 | -9.8% | x

entry | IkB signaling | p53ts 39C kill
2 | 0.9% | -28.8%
3 | u | -2.3%
4 | -5.0% | -4.5%
11 | -1.1% | -1.6%
12 | x | 1.5%

(listing goes on)
entry | Structure | p53ts 32C tox | Imprint erasure
16 | CCOc1ccc(-c2cc(CCCC(=O)NCCc3ccc(OC)c(OC)c3OC)no2)cc1 | -4.6% | 7.8%
17 | Cc1ccc(Cn2c(=O)n(CC3CCC(C(=O)N4CCOCC4)CC3)c(=O)c3sccc32)cc1 (configuration not stated) | 5.3% | -8.0%[10.9 µM]
18 | COc1ccc(Nc2cc(C(=O)NCCCN3CCN(c4ccccc4F)CC3)c3ccccc3n2)c(OC)c1 | 2.3% | -16.4%[10.9 µM]
19 | Cc1cccc(-n2c(=O)[nH]c3c(C(N)=O)nc(-c4ccccc4Cl)nc32)c1 | u | -24.5%
20 | Cn1cc(-c2cc3n(n2)CCC(=O)N3CCCC(=O)Nc2ccc(F)cc2F)c2ccccc21 | 4.8% | -6.7%[10.9 µM]
21 | CC(=O)OCC1OC(C#Cc2ccc(C(C)(C)C)cc2)C=CC1OC(C)=O (configuration not stated) | -0.7%[9.22 µM] | x
22 | O=C(Nc1ccc(-c2nc3cc(NC(=O)c4ccccc4Cl)ccc3o2)cc1)c1ccccc1Cl | 8.8% | 5.8%[10.9 µM]
23 | Cc1ccc(OCC(=O)N/N=C\c2c(C)[nH]n(-c3ccccc3)c2=O)c([N+](=O)[O-])c1 | u | x
24 | Cc1c(Cl)cccc1-c1ccc(C(=O)Nc2ccc3oc(-c4cccnc4)nc3c2)o1 | -10.4% | -29.8%[10.9 µM]
25 | Cc1nnc(NC(=O)CSc2ccccn2)s1 | 2.4% | 0.9%
26 | C=CCc1cccc(C2C(C)CCC3C(=O)N4C(CCC(C)C4c4cccc(CC=C)c4)C(=O)N32)c1 (configuration not stated) | 6.8%[9.22 µM] | x
27 | CCOc1ccccc1NC(=O)CSc1nnc(CNC(=O)COc2ccc(Cl)cc2)o1 | 12.6% | -0.8%
28 | O=C1[C@H]2[C@H]3[C@H](O)[C@H](O)C/C(=N/OC[C@@H](O)COCc4ccco4)[C@H]3CC[C@@H]2C(=O)N1Cc1ccc2c(c1)OCO2 | 7.0%[9.22 µM] | x
29 | CCOc1ccc(NC(=O)c2cc(S(=O)(=O)N3CCN(c4ccccc4F)CC3)ccc2F)cc1 | 13.2% | -17.4%[10.9 µM]
30 | CCOC(=O)C(C)Sc1nc2c([nH]c3ccccc32)c(=O)n1C (configuration not stated) | -8.2% | -23.7%

entry | IkB signaling | p53ts 39C kill
16 | 8.5% | -4.7%
17 | 0.2% | -6.9%
18 | u | u
19 | u | -15.2%
20 | 1.5% | -15.4%
21 | x | -9.6%[9.22 µM]
22 | 4.5% | -2.0%
23 | x | u
24 | 8.1% | 29.6%
25 | 0.0% | 4.0%
26 | x | -7.3%[9.22 µM]
27 | 1.2% | 0.1%
28 | x | 4.1%[9.22 µM]
29 | u | -16.1%
30 | -1.1% | 2.3%

The list continues.
entry | Structure | p53ts 32C tox | Imprint erasure
31 | CCCOc1ccccc1Nc1nnc(C)c(=O)[nH]1 | 1.0% | -6.6%
32 | CCC1CN(C(=O)N2CCC(C(=O)NCCC3=CCCCC3)CC2)c2ccccc2O1 (configuration not stated) | -0.5% | -10.8%[10.9 µM]
33 | Cc1c(C(=O)N2CCOCC2)[nH]c2ccc(OCc3ccccc3)cc12 | -2.1% | -16.8%
34 | Cc1ccc(O)c(-c2cc(C(F)(F)C(F)F)nc(-c3ccccc3)n2)c1 | 4.3% | x
35 | COc1ccccc1-c1nnc(NC(=O)c2ccc(S(=O)(=O)N(C)Cc3ccccc3)cc2)o1 | -2.4% | -25.4%
36 | COc1ccc(CCNc2oc(Cc3cccc4ccccc34)nc2C#N)cc1OC | 6.4% | -14.9%
37 | O=C(COC(=O)C1CC2C=CC1C2)Nc1ccc2c(c1)OC(F)(F)O2 (configuration not stated) | -10.4% | -11.1%
38 | CCOC(=O)N1CCN(C(=O)c2ccc(CS(=O)(=O)c3c(Cl)cccc3Cl)o2)CC1 | 4.1% | -10.1%
39 | CSC(N)=NCCCC(N)C(=O)O (configuration not stated) | 6.6% | -2.6%
40 | COc1ccc(NC(=O)N2CCC3(CC2)CCN(C(=O)c2cccc(F)c2)CC3)cc1 | -7.0% | x
41 | COc1ccc(S(=O)(=O)N2Cc3ccccc3CC2C(=O)Nc2cc(Cl)ccc2Cl)cc1 (configuration not stated) | 0.7% | -11.9%[10.9 µM]
42 | Cc1ccc(-c2nnnn2CS(=O)(=O)c2ccccc2)cc1 | 3.2% | 2.6%
43 | O=C(Nc1ccc(Cl)cn1)c1cccc(F)c1 | -7.4% | -87.7%[inhibitor]
44 | COc1ccc(C(=O)N2CCC(C(=O)Nc3ccc(Cl)cc3)CC2)cc1 | -6.3% | -10.0%[10.9 µM]
45 | CC(C)(C)NC(=O)CSc1nnc(-c2ccncc2)n1Cc1ccccc1 | -2.2% | -4.5%

entry | IkB signaling | p53ts 39C kill
31 | 0.5% | 11.3%
32 | 0.2% | -6.9%
33 | 0.4% | -2.8%
34 | x | -2.2%
35 | 4.2% | 12.6µM*
36 | u | 3.5%
37 | u | -5.8%
38 | 2.3% | 3.9%
39 | x | 9.6%
40 | -1.2%[11.4 µM] | -5.0%
41 | 1.3% | 16.8%
42 | 0.3% | -8.6%
43 | 32.9% | 7.4%
44 | u | -1.9%
45 | 0.6% | 1.5%

(listing goes on)
entry | Structure | p53ts 32C tox | Imprint erasure
46 | CCN(CC)c1ccc(/C=N/NC(=O)c2ccc(O)cc2)cc1 | u | -20.7%
47 | CC(C)NC(=O)N1CCC2(CC1)CCN(C(=O)c1cnccn1)CC2 | -4.9% | x
48 | Fc1ccc(Nc2c(-c3c[nH]c4ccccc34)nc3ccccn23)cc1 | -13.0% | -4.1%[10.9 µM]
49 | Cc1ccc(N2C(=O)[C@@H]3CSC(c4ccc(Cl)cc4)N3C2=O)cc1 (some centres not stated) | 9.6% | -9.4%[10.9 µM]
50 | CCc1ccc2nc(N3CCN(C(=O)c4ccco4)CC3)sc2c1 | 7.0% | -7.3%[10.9 µM]
51 | CCOC(=O)c1cnc2c(ccc3ccccc32)c1Nc1cccc(OC)c1 | -7.9% | -12.1%[10.9 µM]
52 | COc1ccc(C(=O)Nc2ccc(-c3nc4ncccc4o3)cc2C)cc1Br | 5.6% | -6.3%[10.9 µM]
53 | CC(NC(=O)c1cccc(F)c1)C(c1cccs1)N1CCN(C)CC1 (configuration not stated) | -1.8% | 9.8%
54 | COc1ccccc1CN1CC[C@@]2(CCCN(C(=O)c3cccc(F)c3)C2)C1 | -7.5% | x
55 | O=C(CSc1nc(Nc2ccccc2)c2ccccc2n1)c1ccc(Cl)cc1 | -0.6% | -19.2%[10.9 µM]
56 | COc1cc(OC)cc(-c2nc3nc(C)c(CCC(=O)Nc4ccc(C)cc4)c(C)n3n2)c1 | -0.3% | -11.7%[10.9 µM]
57 | O=C1c2cccc(O)c2C(=O)c2c(O)cccc21 | 7.2%[1.84 µM] | u
58 | COCC(=O)N(Cc1cc2ccc(C)cc2[nH]c1=O)c1ccc(OC)cc1 | 0.8% | -6.3%
59 | CCCc1cc(=O)[nH]c(SCC(=O)N(C)C2CCS(=O)(=O)C2)n1 (configuration not stated) | -6.7% | -6.7%
60 | CNc1nnc(-c2ccncc2)s1 | 13.2% | 15.4%

entry | IkB signaling | p53ts 39C kill
46 | x | u
47 | 1.9%[11.4 µM] | -5.3%
48 | u | -24.9%
49 | -1.5% | -4.8%
50 | -1.4% | u
51 | 4.1% | 2.0%
52 | u | -10.3%
53 | 0.1% | 5.9%
54 | 0.8%[11.4 µM] | -13.8%
55 | -1.4% | -16.6%
56 | -1.4% | -11.3%
57 | -0.3% | -14.2%
58 | 6.4% | 4.0%
59 | 0.0% | 6.1%
60 | 0.0% | 4.0%

The results go on.
entry | Structure | p53ts 32C tox | Imprint erasure
61 | CCCNC(=O)c1c(N)n(-c2cc(OC)cc(OC)c2)c2nc3ccccc3nc12 | -7.1% | -31.0%[inhibitor]
62 | COc1ccc(-c2nc(C(=O)N3CCN(C)CC3)sc2-c2ccc(OC)cc2)cc1 | 4.3% | -9.2%
63 | COc1cccc(C(=O)Nc2ccc3oc(-c4ccc5ccccc5c4)nc3c2)c1 | -24.0% | -16.3%[10.9 µM]
64 | COc1ccc(OC)c2[nH]c(=O)c(CCNS(=O)(=O)c3ccc(Cl)cc3)cc12 | -2.5% | -15.4%

entry | IkB signaling | p53ts 39C kill
61 | u | -5.3%
62 | 1.5% | -7.6%
63 | -0.4% | u
64 | 1.4% | -8.8%

A few values from the entries so far.
p53ts 39C kill result of COc1ccc(-c2nc(C(=O)N3CCN(C)CC3)sc2-c2ccc(OC)cc2)cc1 → -7.6%
p53ts 39C kill result of COc1ccc(OC)c2[nH]c(=O)c(CCNS(=O)(=O)c3ccc(Cl)cc3)cc12 → -8.8%

From PubChem
